Assay outcomes from PubChem BioAssay.
C-LANA FP: KSHV C-LANA DNA binding inhibition | MBP-C-LANA/FAM-LBS DNA binding, fluorescence polarization | inhibition, % at 9 µM | 340,000 tested, 0.078% active | AID 504423;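 active means highest replicate inhibition at or above 60% at 9 µM, even if other replicates fall short; inactive means all replicates below 60% inhibition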;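 further: 0% = neutral control wells and 100% = 4 µM acridine orange control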
CAL PDZ FP-1: CAL PDZ (human) peptide binding inhibition | Q9HD26 | purified CAL PDZ, TMR-peptide fluorescence polarization, 1 h | inhibition, % at 24.9 µM | 300,000 tested, 0.92% active | AID 602252;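 active means mean inhibition of at least 30% with at least half of replicates also reaching 30%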;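 further: 0% = DMSO neutral control and 100% = excess unlabeled competitor peptide PRC23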
Keap1-Nrf2 PPI: inhibitors of human Keap1-Nrf2 protein-protein interaction; Q14145; Keap1 Kelch-Nrf2 peptide fluorescence polarization, 1536-well; inhibition, % at 9.4 µM; 340,000 tested, 0.15% active; in the data active means inhibition above about 12%;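 further: human Keap1 Kelch domain with fluorescein labeled Nrf2 9mer peptide probe; 0% = neutral control wells and 100% = peptide positive control; higher means more block of Keap1 binding to Nrf2 peptide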
Target sequence (Q14145 whole entry, looked up, the tested form may be a part): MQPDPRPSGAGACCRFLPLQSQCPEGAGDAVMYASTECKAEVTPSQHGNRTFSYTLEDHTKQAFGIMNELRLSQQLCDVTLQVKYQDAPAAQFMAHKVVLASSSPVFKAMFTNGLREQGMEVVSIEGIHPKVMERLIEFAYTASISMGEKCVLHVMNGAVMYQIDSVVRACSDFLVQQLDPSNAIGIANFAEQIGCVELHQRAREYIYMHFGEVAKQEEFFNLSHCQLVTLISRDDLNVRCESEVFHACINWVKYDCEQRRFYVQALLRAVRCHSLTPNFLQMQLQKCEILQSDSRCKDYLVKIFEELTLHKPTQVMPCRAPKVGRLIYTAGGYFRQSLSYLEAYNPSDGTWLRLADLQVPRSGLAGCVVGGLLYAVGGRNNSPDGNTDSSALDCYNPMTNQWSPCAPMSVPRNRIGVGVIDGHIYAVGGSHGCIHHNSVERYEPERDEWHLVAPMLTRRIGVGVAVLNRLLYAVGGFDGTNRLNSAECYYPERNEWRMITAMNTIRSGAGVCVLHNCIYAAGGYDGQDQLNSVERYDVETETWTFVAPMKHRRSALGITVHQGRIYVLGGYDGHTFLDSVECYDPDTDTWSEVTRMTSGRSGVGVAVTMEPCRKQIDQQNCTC
Arr AP2 block: blocks beta-arrestin peptide binding to AP2 adaptin; FITC-arrestin peptide / GST-AP2 beads, flow cytometry; AP2 beta2 appendage carries R879A mutation; inhibition, % at 10 µM; 340,000 tested, 0.31% active;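 active means inhibition above a set limit, near 3 SD of compounds lacking own fluorescence, cut at about 54% in these data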;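 further: plate controls were DMSO wells for no effect and 5 µM unlabelled arrestin peptide for full effect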
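test system = AP2 appendage R879A on GSH beads | buffer or medium = PBS plus Tween 20 (0.05%) and BSA (0.1%) | incubation = 12 min plus 1 h, RT | detection = bead flow cytometry, FITC channel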
V-ATPase pHluor: regulators of yeast V-ATPase proton transport; S. cerevisiae, pHLuorin cytosolic pH fluorescence; response, % at 10 µM; 350,000 tested, 0.37% active; in the data active means response mostly above about 7.3%, no sharp cut-off; inactive means mostly below about 5.4%; further: actives read high; inactives centre near 0; some compounds called inactive have numbers as strong as hits; reference of the scale not given here
DAGLB inhibitor: blocks human DAGLB lipase activity; Q8NCG7; 340,000 tested, 0.059% active; inhibition, % at 5.17 µM; HEK293T DAGLB membrane lysate, EnzChek fluorogenic substrate; AID 504411; in the data active means inhibition above about 34%;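 further: 0% = enzyme with vehicle and 100% = wells lacking enzyme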
RTF Ca sens inh: cardiac RTF calcium desensitization | P19429+P45379 | IANBD-labeled cardiac RTF, Ca2+ fluorescence | inhibition, % at 7.15 µM | 340,000 tested, 0.12% active | AID 493244;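 active means inhibition above the mean inhibition of all tested compounds plus 3 SD, cut at about 17% in these data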;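 further: assay run at fixed EC70 calcium of 1.6 mM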
CAL PDZ FP-2: human CAL PDZ-peptide interaction inhibition; purified CAL PDZ, TMR-peptide fluorescence polarization, 1 h; inhibition, % at 20 µM; AID 504414; 330,000 tested, 0.02% active; Q9HD26;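 active means highest replicate inhibition of at least 40%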;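 further: plate controls were DMSO neutral control wells for no effect and unlabeled competitor peptide control wells for full effect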
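System: purified tagged CAL PDZ domain construct (CerCALP). Schedule: 1 h incubation at room temperature before polarization reading. Medium: 25 mM sodium phosphate pH 7.4, 150 mM NaCl, TCEP, IgG, Thesit. Read-out: percent inhibition from loss of millipolarization. Measured by: FP readout, S and P plane fluorescence. Probe or stimulus: fluorescent TMR peptide probe.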
Pemphigus Ab inh: blocks pemphigus antibody binding to human desmoglein-3 | P32926 | 310,000 tested, 0.48% active | binding (percent of control), % at 10 µM | DSG3-coupled beads, scFv-anti-DSG3-GFP binding, flow cytometry; hits give low values;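 active means binding more than 3 SD below its plate's average and above zero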;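 further: hits lower antibody fragment binding to DSG3; some compounds called inactive have numbers as strong as hits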
NSD2 HMT inh: inhibitors of human histone methyltransferase NSD2; O96028; NSD2 peptide methylation, AlphaScreen, 120 min; inhibition, % at 12.5 µM; 310,000 tested, 0.54% active; in the data active means inhibition above about 50%
An asterisk follows results filed as active; x = not tested or not shown. An excerpt; the hit share may differ from the screen's.

Letters: A = C-LANA FP; B = CAL PDZ FP-1; C = Keap1-Nrf2 PPI; D = Arr AP2 block; E = V-ATPase pHluor; F = DAGLB inhibitor; G = RTF Ca sens inh; H = CAL PDZ FP-2; I = Pemphigus Ab inh; J = NSD2 HMT inh
CCOC(=O)c1ccc(N2C(=O)c3n[nH]c(-c4ccco4)c3C2c2ccc([N+](=O)[O-])cc2)cc1 (stereo not given)
  A: 0.1	B: -10	C: -1	D: -11	E: 0	F: 6	G: -5	H: -2.5	I: 103	J: -2
Nc1nc(-c2nc3ccccc3[nH]2)cs1
  A: 1.0	B: 9	C: -1	D: 24	E: -3	F: -4	G: -11	H: -0.5	I: x	J: -2
Cc1ccsc1C1CC(=O)NC2=C1C(=O)CC(C)(C)C2 (stereo not given)
  A: 0.2	B: x	C: 0	D: -5	E: -1	F: -1	G: 2	H: -0.2	I: 106	J: x
Nc1nonc1-n1nnc(C(=O)N/N=C/C=C/c2ccccc2)c1CSC1=NCCS1
  A: x	B: x	C: x	D: 3	E: 1	F: x	G: x	H: x	I: 97	J: 0
O=C(CCC(=O)c1ccccc1)Nc1ccccc1
  A: x	B: x	C: x	D: 32	E: -1	F: x	G: x	H: x	I: 80*	J: 0
CC1CCCN1CC#CC(O)(c1ccccc1)c1ccccc1 (stereo not given)
  A: x	B: x	C: x	D: 10	E: 0	F: x	G: x	H: x	I: 95	J: 21
COc1cc(/C=C2/C(=O)NN(c3cccc(C)c3)C2=O)ccc1OC(=O)c1ccco1
  A: 1.0	B: -2	C: -6	D: -3	E: 1	F: 15	G: -1	H: -0.1	I: 89	J: 30
O=C(c1cnc2ccccn2c1=O)N1CCc2ccccc21
  A: -0.3	B: -4	C: 0	D: 12	E: -4	F: 1	G: 12	H: -2.2	I: x	J: x
CCOC(=O)c1ccc(NC(=O)Cc2cccs2)cc1
  A: 1.2	B: -8	C: -1	D: -5	E: 1	F: -10	G: -15	H: -2.1	I: 100	J: -7
Cc1cc(C)cc(-n2c(C)c3c(C)nnc(C)c3c2C)c1
  A: -1.2	B: -5	C: 2	D: 3	E: 3	F: 3	G: 1	H: 0.0	I: 128	J: 6
O=C(COC(=O)c1cnccn1)Nc1ccc(Cl)cn1
  A: 0.3	B: x	C: 1	D: -8	E: -7	F: 0	G: 2	H: -0.8	I: 107	J: 1
CN(CC(=O)NCCc1ccc(S(N)(=O)=O)cc1)CC(=O)Nc1ccc(F)c(F)c1F
  A: -0.2	B: -1	C: 2	D: -2	E: 0	F: 0	G: 0	H: 0.9	I: x	J: x
C/C=C/c1ccc(OCCCCOc2ccc(OC)cc2)c(OC)c1
  A: 1.3	B: -2	C: 0	D: 2	E: 1	F: -24	G: -20	H: -3.3	I: x	J: 1
Cc1ccc(NC(N)=S)cc1
  A: 1.8	B: 1	C: 1	D: 10	E: 8	F: 0	G: 4	H: -1.9	I: 96	J: 1
Cc1cc(C(=O)Cn2nnc3ccccc3c2=O)c(C)n1-c1c(C)n(C)n(-c2ccccc2)c1=O
  A: 1.4	B: -6	C: -1	D: -11	E: 0	F: 1	G: -10	H: 0.1	I: 96	J: -1
O=c1c2[nH]c3ccc(Cl)cc3c2ncn1CCN1CCCCC1
  A: -0.4	B: -4	C: -2	D: -6	E: 5	F: -1	G: 5	H: -1.7	I: 107	J: 10
CN1c2ccccc2C(=O)C(=C2SCCCS2)S1(=O)=O
  A: 0.8	B: -2	C: -4	D: -15	E: 7	F: -2	G: -8	H: -0.6	I: 112	J: 8
O=C(NCC1CC1)C1(C(F)(F)F)CC(CCCO)CCCO1 (stereo not given)
  A: 2.1	B: -3	C: 3	D: -7	E: -2	F: 1	G: -8	H: 0.1	I: 104	J: x
Cc1cccc(N2C(=O)CC(SC(=Nc3ccccc3)Nc3ccccc3)C2=O)c1 (stereo not given)
  A: 0.6	B: -3	C: -1	D: 12	E: -1	F: -3	G: 5	H: 0.0	I: 104	J: -1
CC(=O)Nc1nc(C)nc(-c2ccccc2)c1C(C)=O
  A: 0.6	B: -3	C: 2	D: 2	E: -4	F: -2	G: 1	H: x	I: 93	J: 1
CC(=O)c1cccc(N(CC(=O)NCC2CCCO2)C(=O)CCC(=O)Nc2cc(C)on2)c1 (stereo not given)
  A: -1.4	B: 1	C: 1	D: 1	E: -7	F: 0	G: -2	H: x	I: 95	J: -5
COc1ccc(/C=C/C(=O)NC(=S)Nc2ccccn2)cc1
  A: 0.1	B: 2	C: 0	D: 3	E: -3	F: -2	G: -6	H: x	I: 88	J: 0
CCCCCOc1ccc(N2C(=O)CC(N(O)c3ccccc3)C2=O)cc1 (stereo not given)
  A: -2.3	B: -4	C: -8	D: 10	E: -1	F: -7	G: -4	H: -0.6	I: 107	J: -2
COc1ccc(NC(=O)CCN2CCCCC2)cc1
  A: 0.9	B: 0	C: -3	D: 8	E: 5	F: -2	G: 0	H: -2.2	I: 102	J: -2
CCN(CC)CCN(C(=O)c1ccc2c(c1)CCCC2)c1nc2ccc(C)cc2s1
  A: -0.1	B: -3	C: -5	D: -11	E: 2	F: -18	G: -1	H: -2.5	I: 121	J: 1

Whole records from above. Order of screens: C-LANA FP | CAL PDZ FP-1 | Keap1-Nrf2 PPI | Arr AP2 block | V-ATPase pHluor | DAGLB inhibitor | RTF Ca sens inh | CAL PDZ FP-2 | Pemphigus Ab inh | NSD2 HMT inh
Listed for CC(=O)Nc1nc(C)nc(-c2ccccc2)c1C(C)=O → 0.6 | -3 | 2 | 2 | -4 | -2 | 1 | x | 93 | 1
Listed for O=C(c1cnc2ccccn2c1=O)N1CCc2ccccc21 → -0.3 | -4 | 0 | 12 | -4 | 1 | 12 | -2.2 | x | x
Listed for Cc1ccc(NC(N)=S)cc1 → 1.8 | 1 | 1 | 10 | 8 | 0 | 4 | -1.9 | 96 | 1

Returning to the listing with the two entries that preceded the break.
Letters: A = C-LANA FP; B = CAL PDZ FP-1; C = Keap1-Nrf2 PPI; D = Arr AP2 block; E = V-ATPase pHluor; F = DAGLB inhibitor; G = RTF Ca sens inh; H = CAL PDZ FP-2; I = Pemphigus Ab inh; J = NSD2 HMT inh
COc1ccc(NC(=O)CCN2CCCCC2)cc1
  A: 0.9	B: 0	C: -3	D: 8	E: 5	F: -2	G: 0	H: -2.2	I: 102	J: -2
CCN(CC)CCN(C(=O)c1ccc2c(c1)CCCC2)c1nc2ccc(C)cc2s1
  A: -0.1	B: -3	C: -5	D: -11	E: 2	F: -18	G: -1	H: -2.5	I: 121	J: 1
N/C(=N\OC(=O)c1ccccc1F)c1ccc([N+](=O)[O-])cc1
  A: 0.6	B: -1	C: -1	D: -3	E: 0	F: -4	G: -4	H: -1.0	I: 91	J: -2
COc1ccc(N2CCN(CC(=O)NCc3ccc(Cl)cc3)CC2)cc1
  A: 0.1	B: -3	C: 3	D: 6	E: -3	F: 0	G: -5	H: -0.3	I: 97	J: 0
Cc1ccc2nsnc2c1S(=O)(=O)N1CCN(C(=O)C2CCCO2)CC1 (stereo not given)
  A: -0.2	B: -2	C: -2	D: -11	E: 2	F: -2	G: 6	H: -0.2	I: 98	J: -1
O=C(Nc1ccc(N2CCCCC2)cc1)c1cc(S(=O)(=O)N2CCOCC2)ccc1F
  A: -0.9	B: x	C: 2	D: 9	E: 1	F: 5	G: -6	H: 0.4	I: 106	J: 1
CSCC[C@H](NC(=O)c1cccc(S(=O)(=O)N2CCN(C)CC2)c1)c1nc2ccccc2[nH]1
  A: -0.2	B: 1	C: -4	D: 15	E: -1	F: 1	G: -3	H: -0.8	I: x	J: 2
CC(=O)Nc1ccc(C=CC=Cc2cccc([N+](=O)[O-])c2)cc1
  A: -0.3	B: -1	C: -5	D: -9	E: 5	F: 0	G: -3	H: -0.1	I: x	J: -1
CN(C)/C=N/c1cc(=O)[nH]c(=O)n1CC1CC1
  A: 0.3	B: -2	C: -4	D: 26	E: -2	F: -1	G: -1	H: -1.4	I: 97	J: x
Cc1cccc(NC(=O)CCc2c(C)nn(-c3ccc(N4CCCCC4)nn3)c2C)c1
  A: -0.8	B: -4	C: -1	D: -7	E: -1	F: -1	G: -10	H: -3.6	I: x	J: -1
CCn1c(=O)c(C(=O)Nc2ccccc2)c(O)c2ccccc21
  A: 1.4	B: -4	C: -4	D: 5	E: 1	F: -4	G: 4	H: -0.6	I: 110	J: -8
CN(c1cccc(NS(=O)(=O)c2cccs2)c1)S(C)(=O)=O
  A: 1.5	B: -1	C: 2	D: 13	E: -1	F: -1	G: -9	H: 0.1	I: 105	J: -5
Cn1cnnc1SC(C(=O)Nc1ccc(F)cc1)c1ccccc1 (stereo not given)
  A: 1.6	B: -3	C: -2	D: 5	E: 2	F: 0	G: -3	H: -0.6	I: 107	J: 1
CC(=O)NC1CC2CCCC(C1)N2C(=O)Nc1ccc(Cl)c(C(F)(F)F)c1 (stereo not given)
  A: 0.3	B: 0	C: -5	D: 20	E: 1	F: 4	G: -19	H: -1.7	I: 101	J: x
O=C(c1cc(COc2cccc(C(F)(F)F)c2)on1)N1C[C@@H]2CCC[C@H]1C2
  A: 0.8	B: -2	C: -2	D: -7	E: 3	F: -4	G: 0	H: 0.4	I: 103	J: -3
CCOc1ccc(/C=C(/NC(=O)c2ccccc2Cl)C(=O)O)cc1
  A: -0.7	B: -1	C: -1	D: 43	E: 6	F: 0	G: 0	H: -1.9	I: 96	J: -3
COc1ccc(CN2CCN(C(=O)CCC(=O)c3ccc(C)s3)CC2)cc1OC
  A: -1.1	B: x	C: -3	D: 8	E: 6	F: 2	G: 1	H: -0.1	I: 99	J: -5
CCCC1(C(=O)OCC)NC(c2ccc(OC)cc2OC)C2C(=O)N(c3ccc4c(c3)OCCO4)C(=O)C21 (stereo not given)
  A: -0.2	B: x	C: -3	D: 13	E: 3	F: 0	G: -2	H: -1.4	I: 97	J: -1
CCN(CC)CC(=O)c1ccc(-c2ccccc2)cc1
  A: -0.3	B: x	C: -1	D: -5	E: 2	F: 2	G: -9	H: -0.1	I: 105	J: 11
Cc1cccc(NC(=O)CN2C(=O)CCS(=O)(=O)c3ccccc32)c1C
  A: -0.2	B: -3	C: -2	D: -3	E: 1	F: 1	G: -8	H: -0.6	I: x	J: -4
O=[N+]([O-])c1cccc2c(N3CCOCC3)ccnc12
  A: 0.2	B: -2	C: 5	D: 1	E: -1	F: -1	G: -7	H: -3.0	I: 101	J: -2
Cc1ccccc1C(=O)NCCCNC(=O)c1ccccc1C
  A: x	B: x	C: x	D: 8	E: -1	F: x	G: x	H: x	I: 109	J: -1
CN(C)CCCNC(=O)/C(=C/c1ccc(-c2ccc([N+](=O)[O-])cc2)o1)NC(=O)c1ccccc1
  A: -0.5	B: -4	C: -1	D: 39	E: 8	F: -2	G: 2	H: -0.8	I: 118	J: -3
